TRAIL sens C8 = viability loss with TRAIL in NB7+C8 cells, primary screen, TRAIL sensitizer project, cell-based, ATPlite luminescence | 360,000 tested, 1% active | inhibition (viability loss, TRAIL sensitization), % at 10 µM;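 active = compounds causing at least 50% loss of cell viability in the single-dose screen, relative to plate controls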
TLR9-MyD88 block = inhibitors of TLR9-MyD88 association in cells, primary screen, cell-based, CHO, BLA complementation, fluorescence | Toll-like receptor 9 (Homo sapiens) + Myeloid differentiation primary response protein … | 340,000 tested, 0.21% active | CCF4 FRET ratio | AID 504734, 2011 | inhibition, % at 4.98 µM;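 active = inhibition above the mean over all tested compounds plus 3 SD, cut at about 21% in these data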;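 also: 0% = DMSO only wells and 100% = clavulanate BLA inhibitor control wells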
SRC3 inh = SRC3 coactivator transcriptional activity inhibitors, primary screen, cell-based, luminescence; HEK293 GAL4-SRC3 luciferase reporter; inhibition, % at 3.6 µM; 360,000 tested, 0.17% active;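 active = inhibition above a per-campaign cutoff, the mean of all compounds plus 3 SD, cut at about 60% in these data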;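 also: 0% = DMSO-treated cells and 100% = gossypol-treated cells at 36 µM; higher means less SRC3-driven luciferase light from the GAL4 reporter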
NR2F2 inh = NR2F2 transcriptional activity inhibitors, primary screen, cell-based, luciferase reporter, HEK293T, luminescence. HEK293T NGFI-A luciferase reporter. inhibition, % at 8.6 µM. 370,000 tested, 0.7% active;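 active = inhibition above a per-plate cutoff, mean inhibition of test wells between control levels plus 3 SD, cut at about 38% in these data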;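 also: cells cotransfected with COUP-TFII expression vector driving the NGFI-A reporter; 0% = median of COUP-TF2 test wells and 100% = reporter-only cells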
Target sequence (P24468 whole entry, looked up): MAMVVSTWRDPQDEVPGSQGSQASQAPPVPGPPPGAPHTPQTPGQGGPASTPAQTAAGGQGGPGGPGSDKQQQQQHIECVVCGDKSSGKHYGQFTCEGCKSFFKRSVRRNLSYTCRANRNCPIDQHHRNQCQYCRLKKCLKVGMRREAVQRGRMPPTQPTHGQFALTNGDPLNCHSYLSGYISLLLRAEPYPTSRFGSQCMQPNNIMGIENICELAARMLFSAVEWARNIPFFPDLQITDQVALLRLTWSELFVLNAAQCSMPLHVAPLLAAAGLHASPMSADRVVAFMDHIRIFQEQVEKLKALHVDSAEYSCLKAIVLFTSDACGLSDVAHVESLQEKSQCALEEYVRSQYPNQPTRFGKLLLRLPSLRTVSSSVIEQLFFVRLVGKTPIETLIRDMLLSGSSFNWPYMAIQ
NOD2 RIPK2 PPI = NOD2-RIPK2 binding disruptors in cells, primary screen, fluorescence, CHO cells, BLA complementation. Receptor-interacting serine/threonine-protein kinase 2 (Homo sapiens), O43353. CCF4 ratio. inhibition, % at 4.98 µM. 360,000 tested, 0.38% active. AID 624267, 2012; in the data active = inhibition above about 21%;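 also: 0% = vehicle only and 100% = reference blocker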
Target sequence (O43353 whole entry, looked up): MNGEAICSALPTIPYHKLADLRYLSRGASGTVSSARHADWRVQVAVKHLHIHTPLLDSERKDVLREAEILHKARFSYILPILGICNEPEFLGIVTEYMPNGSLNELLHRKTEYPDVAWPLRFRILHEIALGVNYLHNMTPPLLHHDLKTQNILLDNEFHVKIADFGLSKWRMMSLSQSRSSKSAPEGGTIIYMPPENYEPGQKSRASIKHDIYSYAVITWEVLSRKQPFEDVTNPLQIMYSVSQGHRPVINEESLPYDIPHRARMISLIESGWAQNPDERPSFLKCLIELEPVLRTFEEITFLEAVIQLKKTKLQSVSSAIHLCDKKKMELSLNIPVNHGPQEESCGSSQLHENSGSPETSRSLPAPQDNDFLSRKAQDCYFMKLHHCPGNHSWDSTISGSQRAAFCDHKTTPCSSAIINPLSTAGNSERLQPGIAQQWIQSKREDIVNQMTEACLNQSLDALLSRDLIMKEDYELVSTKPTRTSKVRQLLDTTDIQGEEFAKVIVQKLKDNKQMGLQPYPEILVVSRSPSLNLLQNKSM
NR5A2 inv ag = LRH-1 (NR5A2) inverse agonists, primary screen, cell-based, luminescence, HEK293T, StAR-luciferase reporter | Nuclear receptor subfamily 5 group A member 2 (Homo sapiens), O00482 | LRH-1 transfected, 24 h | inhibition, % at 3.6 µM | 360,000 tested, 0.13% active | AID 602396, 2012;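 active = inhibition above the mean inhibition of all tested compounds plus 3 SD, cut at about 73% in these data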;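 also: 0% = DMSO wells and 100% = reporter-only cells lacking LRH-1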
SRC2 inh = inhibition of GAL4-SRC2 driven luciferase reporter, primary screen, SRC2 inhibitor project, cell-based, luminescence | Nuclear receptor coactivator 2 (Homo sapiens), Q15596 | inhibition, % at 9 µM | AID 651957, 2012 | HEK293 GAL4-SRC2 luciferase reporter | 370,000 tested, 0.17% active;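 active = inhibition above the mean inhibition of all tested compounds plus 3 SD, set per campaign, cut at about 52% in these data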;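 also: 0% = DMSO treated cells and 100% = cells given Gossypol at 36 µM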
LMP1 NFkB inh = EBV LMP1-driven NF-kappaB luciferase reporter inhibitors, primary screen, cell-based, luminescence, single point; LMP1-induced NF-kappaB luciferase reporter cells; inhibition, % at 12.5 µM; 350,000 tested, 0.69% active; in the data active = inhibition above about 41%;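 also: 0% = neutral control wells and 100% = reference inhibitor control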
SRC1 inh = SRC1 coactivator transcriptional activity inhibitors, primary screen, cell-based, luminescence; Nuclear receptor coactivator 1 (Homo sapiens), Q15788; inhibition, % at 3.6 µM; 360,000 tested, 0.12% active; HEK293 GAL4-SRC1 luciferase reporter;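 active = inhibition above the campaign mean plus 3 SD, with each screening campaign given its own cutoff, cut at about 60% in these data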;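 also: 0% = DMSO treated cells and 100% = gossypol at 36 µM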
Vif inh = HIV Vif self-association inhibitors, primary screen, imaging, HEK293T, single point | HEK293T cells, Vif self-association by quenched fluorescence, 24 h | inhibition, % at 7.49 µM | 340,000 tested, 0.35% active | AID 602346, 2012; in the data active = inhibition above about 50%, passing the limit was not always enough; also: some results filed as inactive read as strong as hits
TROY signal inh = inhibitors of TROY-driven NF-kB signaling, primary screen, Q293 LMP1-TROYcd cells, NF-kB luciferase, uHTS; 360,000 tested, 0.98% active; AID 1347056, 2019; inhibition, % at 10 µM; Q293 LMP1-TROYcd NF-kB luciferase reporter, 4 h;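 active = compounds whose plate-normalised and pattern-corrected inhibition of the luciferase reporter signal at the single screening dose is 50% or more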
An asterisk follows results filed as active; / = not tested or not shown. The list is partial; count on the stated rates, not on these rows.

canonical_smiles | TRAIL sens C8 | TLR9-MyD88 block | SRC3 inh | NR2F2 inh | NOD2 RIPK2 PPI | NR5A2 inv ag | SRC2 inh | LMP1 NFkB inh | SRC1 inh | Vif inh | TROY signal inh
CC(=O)Nc1ccc(S(=O)(=O)NNC(=O)c2ccc([N+](=O)[O-])cc2)cc1 | -15 | -8 | -4 | -3 | -6 | 7 | -25 | 4 | -3 | -3 | 22
CCCCn1c(N)c(N(CCOC)C(=O)CSCc2c(C)noc2C)c(=O)[nH]c1=O | -5 | -7 | -2 | 6 | 9 | 4 | 1 | -1 | -10 | -7 | 1
O=C(NC1CCc2ccccc21)C12CN(Cc3ccccc3)CC1C(c1cccc([N+](=O)[O-])c1)=NO2 (centres undefined) | 3 | -11 | -8 | 6 | -12 | 28 | -2 | -1 | -13 | 0 | -13
O=C1C2C3C=CC(CC3)C2C(=O)N1/N=C/c1ccc(O)c(O)c1 (centres undefined) | 13 | -4 | 3 | 20 | 0 | 6 | 10 | 2 | 16 | 0 | -34
Cc1oc2ccc(O)cc2c1C(=O)OC(C)C | 2 | -10 | -10 | -2 | 7 | -33 | -24 | -4 | -22 | -4 | -28
CCC(=O)Nc1ccc(NC(=O)CSc2nnnn2CC)cc1C | 9 | -10 | -12 | 3 | -8 | 2 | 10 | -1 | -6 | 1 | -3
CCOc1cc(/C=C2\SC(=O)N=C2N)ccc1O | 14 | 1 | 12 | -22 | -3 | 15 | -45 | 17 | -9 | 3 | 8
Cc1cc(Cl)ccc1NC(=S)N1CCN(C(=O)c2ccco2)CC1 | 0 | -3 | 9 | -3 | -12 | 9 | -7 | 0 | 10 | -3 | 11
O=C(CN1CCOCC1)Nc1ccc2c(c1)OCCO2 | 0 | 13 | -19 | 11 | 2 | -35 | 0 | -28 | -14 | -4 | 8
COc1cccc(-c2cc(C(F)(F)F)nc(N3CCC(C)CC3)n2)c1 | -4 | 0 | 17 | -11 | 1 | -5 | -19 | -2 | -6 | / | -21
C/C(=N\Nc1cc(N2CCOCC2)ncn1)c1ccc(O)cc1 | -14 | 2 | -15 | -14 | 5 | -13 | -40 | 4 | -13 | 38 | -16
CCCCCC(=O)N1C[C@H](O)[C@@H](n2cc(-c3ccc(F)cc3)nn2)C[C@@H]1c1ccc(Cl)cc1 | 26 | -2 | -3 | 7 | 4 | 8 | 3 | 6 | -21 | -4 | 23
Fc1ccccc1-c1nc(-c2ccccc2)no1 | 6 | 2 | -119 | -48 | -19 | -138 | -77 | -28 | -124 | / | -9
O=C(CSc1nnc2ccc(-c3ccncc3)nn12)N1CCCCC1 | -2 | -5 | 14 | -2 | -16 | 1 | -19 | -8 | 13 | -2 | 4
CN(C(=O)c1ccccc1Cl)c1ccccc1C(=O)NCc1ccccc1 | -3 | -14 | 9 | 10 | -10 | 8 | -24 | -2 | -23 | -4 | 1
CC(C)C[C@@H](CN=[N+]=[N-])N1CCN(CC(C)C)CCC1=O | -14 | -4 | -14 | -1 | 8 | 10 | 15 | 0 | 7 | -8 | 10
O=C(CSc1ncn[nH]1)Nc1nsc(-c2ccccc2)n1 | -5 | -5 | 20 | 8 | 1 | -24 | -2 | -8 | 0 | -14 | -12
COc1ccc(/C=N/n2c(-c3cccs3)n[nH]c2=S)cc1 | 1 | 1 | -7 | 6 | -3 | -1 | 7 | 10 | 9 | -5 | 12
Cc1ccc(NC(=O)CN(c2ccc(Cl)cc2)S(=O)(=O)c2cc([N+](=O)[O-])ccc2Cl)c(C)c1 | 32 | / | 13 | 12 | -2 | 14 | -17 | -11 | 4 | 1 | -4
CC(=O)Cc1nsc(NC(=O)c2c(-c3ccccc3Cl)noc2C)n1 | 0 | 4 | 9 | 10 | -7 | -10 | -7 | -12 | -5 | -4 | 1
OC[C@@H]1CN(Cc2ccc(F)cc2)C[C@H](n2cnc3c(N4CCN(c5ccccc5)CC4)ncnc32)O1 | 23 | / | -15 | 13 | 8 | 8 | 3 | / | -4 | -11 | 25
O=C(CCN1C(=O)c2ccc([N+](=O)[O-])cc2C1=O)Nc1nccs1 | -4 | 6 | 16 | 8 | 5 | -1 | -11 | 1 | 16 | 0 | 4
Cn1nccc1C(=O)OCC(=O)Nc1ccc(S(N)(=O)=O)cc1 | 2 | -8 | 0 | -9 | -4 | 2 | -19 | 0 | 3 | 42 | 2
O=C(CSc1nc(-c2ccc(F)cc2)cs1)Nc1ccccn1 | 4 | -3 | 9 | -14 | -10 | -20 | -30 | 5 | 17 | -6 | 15
COc1cc(NC(=O)c2cc3ccccc3cc2O)c(OC)cc1Cl | 45 | 6 | -12 | 31 | 18 | 23 | 15 | 9 | -29 | -19 | 45
Cn1nc(C(F)(F)F)c2cc(NC(=O)OCC(C)(C)C)sc21 | -1 | 0 | 14 | 2 | 6 | 10 | 13 | -3 | 0 | 2 | -5
CC(C)Cc1ccc(-c2cc(=O)[nH][nH]2)cc1 | -22 | / | -1 | -7 | -10 | -9 | 7 | -8 | 0 | 3 | -3
COCCOC(=O)C1=C(C)N=c2s/c(=C\c3cccs3)c(=O)n2C1c1cccs1 (centres undefined) | -5 | -4 | -2 | 18 | 3 | 6 | 7 | -13 | -7 | 5 | -9
O=C(COC(=O)c1ccco1)Nc1cc(S(=O)(=O)N2CCOCC2)ccc1Cl | 12 | 6 | -27 | 4 | -5 | -5 | 5 | -10 | -2 | 12 | 5
Cc1ccccc1OCC(=O)NC(=S)Nc1ccc(Br)c(C)n1 | -5 | 2 | 19 | -6 | -10 | -14 | -22 | 13 | 7 | 20 | -16

Next part.
canonical_smiles | TRAIL sens C8 | TLR9-MyD88 block | SRC3 inh | NR2F2 inh | NOD2 RIPK2 PPI | NR5A2 inv ag | SRC2 inh | LMP1 NFkB inh | SRC1 inh | Vif inh | TROY signal inh
COCCN(C(=S)Nc1cccc(OC)c1)C1CCN(C(C)=O)CC1 | -3 | 4 | 13 | -11 | -1 | -47 | -1 | -1 | -17 | -1 | -6
CCN(c1ccc(OC)cc1)S(=O)(=O)c1nnc(NC(=O)COc2ccccc2)s1 | 0 | 0 | -12 | 0 | -4 | -14 | -9 | 4 | 21 | 1 | -12
CC(C)Nc1nc(Oc2ccc(Cl)cc2)cc(C(F)(F)F)n1 | 12 | 11 | 25 | -9 | -1 | 23 | -18 | -5 | 3 | -5 | -24
CCc1nnc(NC(=O)CSc2nnc(Cc3cccn3C)n2C)s1 | -3 | -4 | -2 | 3 | 0 | 3 | -31 | -6 | 14 | 1 | 1
CCc1ccc(OCC(=O)NNC(=O)Cc2cccs2)cc1 | -11 | -9 | 23 | 10 | -6 | 19 | 11 | -2 | -9 | -1 | 9
S=C(Nc1ccccc1)N1CCN(c2ccc(N3CCOCC3)nn2)CC1 | -4 | 5 | 6 | -4 | -3 | -2 | 5 | -14 | 0 | -2 | -8
CC(C)CC(C(=O)NC1CCCC1)N(Cc1ccc2c(c1)OCO2)C(=O)c1snc(C(N)=O)c1N (centres undefined) | 5 | 3 | 5 | 15 | -4 | -14 | -11 | -6 | -23 | 4 | 0
CN1CCN(c2ccc(-c3cc(NC=O)c4ncc(-c5ccc(F)c(Cl)c5)n4c3)cc2)CC1 | 26 | / | -66 | -45 | 3 | -111 | -50 | / | -57 | 0 | 51*
O=C(CCNC(=O)C1CCN(S(=O)(=O)c2ccccc2)CC1)NCc1ccncc1 | -2 | -6 | 1 | -26 | 4 | -3 | 1 | 3 | 14 | -7 | -5
COc1cccc(Cn2c(=O)ccc3ccccc32)c1 | -6 | -11 | -43 | -3 | 0 | -23 | 9 | 4 | -4 | -6 | -1
Cc1cccc(NC(=O)CSc2nnc([C@H](C)NC(=O)OC(C)(C)C)o2)c1C | 1 | 2 | 17 | -9 | -8 | 20 | 0 | -1 | -9 | -9 | 14
Cc1cc(C)c(NC(=O)c2cccs2)c(C)c1NC(=O)c1cccs1 | -5 | -3 | 6 | 2 | -4 | -9 | 4 | 1 | 3 | 0 | 2
Cc1c(Br)cc(C(=O)N2CCCC2)c(C)c1C | -12 | -3 | 7 | -16 | -11 | 6 | -5 | -9 | -7 | 0 | 0
O=C(NC1CC(=O)N(c2ccccc2)C1)C(=O)c1c[nH]c2ccccc12 (centres undefined) | -9 | 3 | 10 | 12 | -4 | 23 | -16 | 3 | -5 | -4 | -22
COc1ccc(C(=O)NNC(=O)CSc2nc3c(c(=O)n(C)c(=O)n3C)n2C)cc1 | -8 | 3 | 0 | 16 | 7 | 2 | 3 | -8 | -5 | 3 | 4
CCCCOC(=O)c1cc(Cl)c(O)c(OC)c1 | -17 | 1 | -16 | 6 | 1 | 7 | -11 | 0 | -14 | -4 | 9
COc1ccc(OCC(O)CN2C(=O)NC(C)(C)C2=O)cc1 (centres undefined) | 9 | -2 | 4 | 15 | -5 | 0 | -17 | 1 | 8 | -1 | -8
CCn1c(SCC(=O)Nc2ccccc2F)nc2c(c1=O)SC(C)C2 (centres undefined) | 9 | -6 | 21 | 11 | -10 | 1 | -27 | -17 | 16 | 0 | -11
CC(=O)Nc1ccc(OC(=O)c2c(-c3ccccc3Cl)noc2C)cc1 | -7 | -1 | -4 | 4 | 1 | -9 | -27 | 18 | -6 | 15 | 14
O=C1OCCC1Sc1ncnc2sc3c(c12)CCC3 (centres undefined) | 0 | 2 | 6 | 8 | 2 | 8 | 21 | 4 | -8 | 5 | 2
O=C(CCNS(=O)(=O)c1cccc2nsnc12)N1CCc2ccccc21 | -1 | -9 | 17 | 9 | 7 | 14 | 3 | 10 | 17 | -5 | 7
O=C(NCc1cccs1)C1CCCN(C(=O)Nc2ccccc2)C1 (centres undefined) | -28 | -5 | 49 | 4 | -7 | 32 | 2 | -12 | 16 | -6 | -7

In the list so far, these have a furan ring, fused or not.
canonical_smiles | TRAIL sens C8 | TLR9-MyD88 block | SRC3 inh | NR2F2 inh | NOD2 RIPK2 PPI | NR5A2 inv ag | SRC2 inh | LMP1 NFkB inh | SRC1 inh | Vif inh | TROY signal inh
Cc1oc2ccc(O)cc2c1C(=O)OC(C)C | 2 | -10 | -10 | -2 | 7 | -33 | -24 | -4 | -22 | -4 | -28
Cc1cc(Cl)ccc1NC(=S)N1CCN(C(=O)c2ccco2)CC1 | 0 | -3 | 9 | -3 | -12 | 9 | -7 | 0 | 10 | -3 | 11
O=C(COC(=O)c1ccco1)Nc1cc(S(=O)(=O)N2CCOCC2)ccc1Cl | 12 | 6 | -27 | 4 | -5 | -5 | 5 | -10 | -2 | 12 | 5
